Myeloid diff 2: promotes myeloid progenitor differentiation; ER-HoxA9 myeloid progenitors, lysozyme-GFP differentiation, flow cytometry; calls only at 10 µM; 1% of 360,000 active; AID 624256;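 active means normalized GFP-positive differentiation at or above the plate's own cutoff, the solvent-only control mean plus 3 SD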;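 further: cells exposed to compound for four days before flow analysis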
HIV peptide binding: inhibitors of HIV fusion peptide binding, primary screen, biochemical, uHTS, fluorescence dequenching (AID 1986); one-dose inhibition, % at 20 µM; IC50 in µM for titrated hits; cell-free peptide binding, fluorescence dequenching, 30 min; higher % means a stronger effect; 0.3% of 290,000 active; in the data active means inhibition mostly above about 52%, no sharp cut-off; inactive means mostly below about 76%; further: some results filed as inactive read as strong as hits
GPR35 antagonists: GPR35 antagonists blocking zaprinast-driven arrestin recruitment, primary screen, imaging, U2OS, beta-arrestin-GFP, zaprinast agonist (AID 2058). U2OS GPR35 beta-arrestin-GFP translocation imaging, zaprinast antagonism; higher % means a stronger effect. one-dose inhibition, % at 10 µM; IC50 in µM for titrated hits. 0.052% of 290,000 active;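 active means inhibition of at least 50% with at least 30 cells and total cytoplasm GFP at most 10,000,000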
GPR55 LPI antagonism: inhibition of LPI-stimulated GPR55 beta-arrestin translocation – imaging, U2OS, beta-arrestin-GFP, LPI agonist, primary screen (AID 2013); U2OS GPR55 beta-arrestin-GFP translocation imaging, LPI antagonism; higher % means a stronger effect; inhibition, % at 10 µM; hits with a dose series show IC50 in µM; 0.13% of 290,000 active;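 active means spots per cell inhibited over 60%, with over 100 cells counted and total cytoplasm intensity under 500,000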;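 further: U2OS cells stably carrying GPR55 and arrestin-GFP stimulated by 5 µM LPI near EC80; imaged beta-arrestin-GFP aggregate spots per cell after agonist stimulation; plate controls were LPI-stimulated DMSO wells for no effect and DMSO wells without LPI for full effect; some results filed as inactive read as strong as hits; confirmed hits need IC50 under 10 µM and bright autofluorescent wells are also inconclusive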
GPR55 activation: GPR55 agonists via beta-arrestin recruitment, primary screen, imaging, U2OS cells, beta-arrestin-GFP redistribution (AID 1961) | U2OS GPR55 beta-arrestin-GFP redistribution imaging; higher % means a stronger effect | one-dose activation, % at 10 µM; EC50 in µM for titrated hits | 0.048% of 290,000 active;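 active means activation above 40% with more than 50 cells counted in the well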;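 further: U2OS osteosarcoma cells stably expressing GPR55 and beta-arrestin-GFP; plate controls were DMSO negative control for no effect and LPI positive control for full effect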
NOD1 inhibition: inhibition of NOD1-driven NF-kB reporter – cell-based, luminescence, uHTS, primary screen (AID 1578); inhibition, % at 4 µM, or EC50 in µM where a hit was titrated; NOD1-driven NF-kB luciferase reporter cells, luminescence; higher % means a stronger effect; 1% of 290,000 active; in the data active means inhibition mostly above about 36%, no sharp cut-off; inactive means mostly below about 34%;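 further: HEK-293T reporter cells stimulated with the NOD1 agonist gamma-tri-DAP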
KOR beta-arrestin-1: kappa opioid receptor blockers – cell-based, luminescence, uHTS (AID 1778); inhibition, % at 10 µM; hits with a dose series show IC50 in µM; KOR beta-arrestin recruitment, luminescence, antagonist mode; higher % means a stronger effect; 0.091% of 290,000 active; further: strong numbers were not always called active
HEK293 NOD2/NF-kB: NOD2 signaling inhibitors, cell-based, luminescence, uHTS, HEK293 (AID 1566); HEK293 NOD2/NF-kB luciferase reporter, luminescence; higher % means a stronger effect; 0.63% of 290,000 active; inhibition, % at 4 µM, or EC50 in µM where a hit was titrated; further: many of its hits are not listed in these tables
KOR beta-arrestin-2: kappa opioid receptor activators – cell-based, luminescence, uHTS, primary screen (AID 1777); one-dose activation, % at 10 µM; EC50 in µM for titrated hits; KOR beta-arrestin recruitment, luminescence; higher % means a stronger effect; 0.02% of 280,000 active; in the data active means activation above about 50%, passing the limit was not always enough; further: a part of the inactive calls stands beside numbers as strong as those of hits
Myeloid diff 2 GFP+ MAC1+ %: recorded beside Myeloid diff 2, whose call it bears; GFP+ MAC1+ double positive, %; measured here: differentiation confirmed by MAC1 staining
An asterisk follows results filed as active; i = inactive; nt = not tested or not shown; + = active, no number; [ ] = dose if it differs, or a comment. Unless noted, no stated cut-off is given here; in the data, active means inhibition above about 50%; inactive means the rest. The list is partial. The share of hits here may be higher or lower than overall.

SMILES | Myeloid diff 2 | Myeloid diff 2 GFP+ MAC1+ % | HIV peptide binding | GPR35 antagonists | GPR55 LPI antagonism | GPR55 activation | NOD1 inhibition | KOR beta-arrestin-1 | HEK293 NOD2/NF-kB | KOR beta-arrestin-2
COc1ccc(OC)c(NC(=O)CSc2nnc(CCCO)n2-c2ccccc2)c1 | i | 7.4 | 0.8% | 0% | -4% | 0.5% | -15% | 16% | 7% | -2.2%
CCCCCNC(=O)C(C#N)c1nc2ccccc2nc1N1CCCC1 (centres undefined) | nt | nt | 149% | 9% | -5% | 1.5% | -20% | -13% | -8% | 0.1%
NC(=S)Cc1nc2n(n1)Cc1ccccc1-2 | i | 1.4 | -0.8% | 4% | 5% | -0.1% | -30% | 10% | 5% | -2.9%
CCOC(=O)C(Cc1c(F)cccc1Cl)c1ccno1 (centres undefined) | i | 1.1 | 0.7% | -10% | -18% | -0.1% | -31% | 7% | -10% | 0.8%
CCCC(C(=O)NC1CCCC1)N(Cc1ccc(OC)cc1)C(=O)c1snc(C(N)=O)c1N (centres undefined) | i | 0.8 | 1.3% | 6% | -11% | 0.3% | 29% | -16% | 13% | -1.7%
O=C1CCCC(O)=C1C=Nc1cccc(C(F)(F)F)c1 | i | 0.7 | 3.8% | 16% | 13% | -0.2% | -17% | -1% | 23% | -2.5%
CCC(=O)Nc1ccc2c(c1)nc(CCN1CCN(c3ccccc3)CC1)n2C | i | 0.6 | 0.5% | 2% | 3% | 0.0% | -1% | 4% | 2% | -2.0%
CCOC(=O)N1CCC(NC(=O)CS(=O)Cc2nc(-c3ccc(OC)c(OC)c3)oc2C)CC1 (centres undefined) | i | 0.4 | -0.2% | -9% | -12% | -0.1% | -3% | -34% | -8% | 3.9%
O=C(Nc1ccccc1Cl)c1cccc(NC(=O)c2cccs2)c1 | i | 1.1 | 2.5% | 9% | 1% | 0.6% | -11% | -20% | 14% | 0.3%
Cc1cccc(C(=O)Nc2onc(C)c2C#N)c1 | i | 2.1 | 1.3% | -5% | -8% | 0.3% | 5% | -41% | -1% | 1.7%
CC(C)(C)NC(=O)C(c1ccco1)N(C(=O)c1csnn1)c1ccccc1 (centres undefined) | i | 0.7 | 0.5% | -4% | -15% | -0.2% | -1% | 11% | 8% | -1.6%
Cc1ccc2c(CC(=O)NCC3COc4ccccc4O3)coc2c1 (centres undefined) | i | 0.4 | -2.0% | -2% | -5% | 0.2% | -23% | 6% | -9% | -4.2%
CCN(CC)S(=O)(=O)c1cccc(C(=O)N/N=C/c2c(C)nn(-c3ccccc3)c2Cl)c1 | i | 0.5 | 16% | -1% | 7% | -0.3% | -22% | 10% | -7% | 2.8%
Cc1ccc(CNC(=O)C(OC(=O)c2ccco2)C(C)C)cc1 (centres undefined) | i | 5.2 | -2.1% | 7% | 14% | 0.2% | -7% | -28% | 10% | -5.0%
O=C(CCC(=O)N1CCOCC1)c1ccc(F)cc1 | i | 0.9 | 1.5% | 2% | 18% | -0.1% | -26% | -7% | 0% | -4.7%
COc1ccc(OCC(=O)Nc2cc(NC(=O)COc3ccc(OC)cc3)cc(C(=O)O)c2)cc1 | i | 0.6 | 6.6% | 10% | -4% | 0.1% | -21% | -30%[20 µM] | 9% | nt
COCCNC(=O)C(c1ccco1)N(C(=O)Cn1nnc2ccccc21)c1cccc(C)c1C (centres undefined) | i | 1.1 | 1.0% | 2% | 8% | -0.1% | -1% | 5% | 3% | -1.2%
C=CCNCc1cccn1-c1sc2c(c1C#N)CCCC2 | i | 2.0 | 2.4% | -6% | 1% | -0.2% | -26% | -32% | 9% | -1.8%
O=C(N/N=C/c1ccccc1O)C(=O)N1CCCCCC1 | nt | nt | 1.9% | 0% | -6% | 0.3% | -20% | 13% | -20% | -2.2%
CSc1nsc(/C=C/Nc2cccc(Cl)c2)c1C#N | + | 29* | 15% | 3% | -13% | 0.4% | 0% | 14% | 20% | 2.2%
COc1ccc(C2C(C#N)=C(SC)NC3=C2C(=O)CC(C)(C)C3)cc1 (centres undefined) | i | 0.0 | -2.6% | -3% | 3% | -0.1% | 3% | -6% | 2% | 5.3%
O=C(N/N=C/c1cc([N+](=O)[O-])ccc1O)C12CC3CC(CC(C3)C1)C2 | i | 0.4 | 1.4% | 7% | 12% | 0.0% | -14% | 5% | 15% | -6.8%
CCOC(=O)C1(Cc2ccc(OC)cc2)CCN(C(=O)C2CCCO2)CC1 (centres undefined) | i | 0.2 | -1.3% | -16% | 6% | 0.5% | -8% | 8% | 2% | -3.8%
C/C(Nc1ccc(Cl)cc1)=C(/C#N)C(N)=O | i | 4.3 | 4.0% | -10% | -4% | 0.3% | 2% | -15% | 16% | 4.2%
COc1ccc(-c2noc(CCC(=O)N(C)c3cccc(C)c3)n2)cc1 | i | 1.7 | -0.4% | -4% | 11% | -0.1% | -1% | 8% | 13% | -4.7%
O=C(O)/C=C/c1cnc2ccccc2c1 | i | 1.1 | -1.2% | 4% | 7% | 1.6% | -28% | 2% | 1% | -1.6%
CC(C)c1ccc(/C=C/C(=O)NCCC2=CCCCC2)cc1 | i | 0.5 | -0.9% | -17% | 21% | -0.2% | -2% | -20% | 8% | 2.3%
COc1ccc(-c2nnc(SCc3nc4ccccc4c(=O)[nH]3)o2)cc1 | i | 0.4 | -1.9% | 7% | 2% | -0.2% | 4% | 9% | 3% | 0.5%
COC(=O)c1sccc1N/N=C(\C)c1ccc(F)c(Cl)c1 | i | 2.8 | 1.4% | 8% | 6% | 0.3% | 4% | 20% | 2% | 4.9%
COC(=O)c1c(-c2cccc(OC)c2)csc1N | i | 0.8 | -0.5% | -20% | 0% | -0.1% | -17% | -1% | -7% | -1.6%
COc1ccc(NC(=O)CCNS(=O)(=O)c2ccc3c(c2)c(=O)n(C)c(=O)n3C)cc1 | i | 6.6 | -0.6% | -4% | -9% | 0.2% | 24% | -47% | 12% | 4.9%
Cc1c(C(=O)N(Cc2nccn2C)C(C)C)oc2c(F)cccc12 | i | 0.0 | -1.0% | -1% | 18% | -0.2% | -32% | 25% | 11% | 0.3%
CCOc1ccc(S(=O)(=O)N2CCC(C(=O)Nc3cccc(NC(C)=O)c3)CC2)cc1 | i | 0.4 | -0.2% | 4% | -1% | 0.0% | -19% | -16% | -8% | 1.5%
S=c1[nH]nc(-c2ccccc2)c2ccccc12 | i | 0.2 | 0.1% | 14% | -20% | 0.0% | -16% | -27%[20 µM] | 8% | -2.9%
COc1ccccc1OCC(O)CN1CCOCC1 (centres undefined) | i | 0.5 | 1.9% | 13% | 3% | -0.1% | -4% | -35%[20 µM] | -3% | -0.9%
COc1cccc(N=Nc2c(C)[nH]n(-c3ccccc3)c2=O)c1 | i | 0.4 | -0.7% | -1% | -21% | -0.2% | -35% | 20%[20 µM] | -11% | -4.2%
Clc1ccc(-c2nnc3n2CCCC3)cc1 | i | 2.9 | -1.4% | -2% | 8% | -0.1% | 10% | -12% | -16% | 0.7%
C=CCSc1nnc(NC(=O)c2nc(SCC)ncc2Cl)s1 | i | 5.8 | 1.8% | 4% | 19% | -0.1% | 7% | 11% | 2% | -4.8%
COc1ccc(-c2nc(NC(=O)Cn3c(=O)oc4ccccc43)sc2C)cc1 | i | 0.2 | 3.1% | 16% | 2% | -0.3% | -15% | -26% | 10% | -1.9%
Cc1nn(-c2ccccc2)c(Cl)c1C(=O)NCc1ccccc1F | i | 0.7 | 1.2% | 1% | -8% | -0.2% | -19% | -6% | 9% | -1.1%
Cn1c(=O)c2c(nc(N3CCCCCC3)n2CCSc2nc3ccccc3o2)n(C)c1=O | i | 5.9 | -2.2% | 11% | 2% | 0.4% | 10% | -6% | 8% | 0.6%
CCOc1ccc(OCCC(=O)OCC(=O)N2CCN(S(=O)(=O)c3ccc(Cl)cc3)CC2)cc1 | i | 1.8 | 0.0% | -5% | 15% | 0.0% | 5% | -16% | 15% | 2.8%
O=C(NCCC(=O)N1CCCC(C(F)(F)F)C1)c1ccccc1Cl (centres undefined) | i | 1.5 | -0.3% | 6% | 0% | 0.0% | -30% | 0% | 5% | -4.7%
COC(=O)CSc1nc(N)c(C#N)c(-c2ccc(O)cc2)c1C#N | i | 0.2 | 1.5% | 8% | -6% | 0.8% | -6% | 12% | 10% | 1.9%
Cn1cc(C(=O)c2ccc(Cl)cc2Cl)cc1C(=O)N/N=C(\N)COc1ccc(Cl)cc1 | i | 2.2 | 1.7% | -4% | 1% | 0.3% | -4% | 18% | 30% | -0.8%
CC(C)(C)CC(=O)NC(=S)NCc1ccco1 | i | 0.4 | 0.1% | -1% | 17% | -0.3% | -27% | 25% | 4% | -4.6%
COc1cc(N2CCCC2)c(OC)cc1C=O | i | 0.3 | -2.7% | -3% | 8% | 0.3% | -29% | -1% | -7% | -2.5%
COc1ccc(CNS(=O)(=O)c2ccc(NC(=O)N3CCCCC3)cc2)cc1 | i | 0.7 | 1.0% | -2% | 1% | -0.2% | 17% | -19% | 32% | 4.6%
COc1nc(C)cc(C)c1S(=O)(=O)c1ccccc1C | i | 0.3 | -0.7% | 9% | 3% | -0.1% | 1% | -16% | -12% | 0.5%
CCCc1nc2oc3c(=O)[nH]cnc3c2c2c1CCCC2 | i | 0.3 | -1.5% | 2% | 2% | -0.2% | -42% | -61% | -4% | 2.4%
COC(=O)CNC(=O)CSc1nnc2cc(C)c3ccccc3n12 | i | 0.3 | 0.6% | 3% | 3% | 1.5% | -30% | 23% | -5% | -2.0%
Cc1cc(Cl)ccc1OCCCC(N)=O | i | 0.5 | 2.5% | -2% | 4% | -0.2% | -13% | -20% | -5% | 0.4%
COc1ccc(OC(C)C(=O)N(C)Cc2nc(-c3cccc(C)c3)no2)cc1 (centres undefined) | i | 1.4 | 0.3% | 14% | 4% | -0.4% | -2% | -16% | 18% | 2.7%

Reprinted at random: 4 compounds from above.
SMILES | Myeloid diff 2 | Myeloid diff 2 GFP+ MAC1+ % | HIV peptide binding | GPR35 antagonists | GPR55 LPI antagonism | GPR55 activation | NOD1 inhibition | KOR beta-arrestin-1 | HEK293 NOD2/NF-kB | KOR beta-arrestin-2
COC(=O)CNC(=O)CSc1nnc2cc(C)c3ccccc3n12 | i | 0.3 | 0.6% | 3% | 3% | 1.5% | -30% | 23% | -5% | -2.0%
COc1cc(N2CCCC2)c(OC)cc1C=O | i | 0.3 | -2.7% | -3% | 8% | 0.3% | -29% | -1% | -7% | -2.5%
Cn1cc(C(=O)c2ccc(Cl)cc2Cl)cc1C(=O)N/N=C(\N)COc1ccc(Cl)cc1 | i | 2.2 | 1.7% | -4% | 1% | 0.3% | -4% | 18% | 30% | -0.8%
COc1ccc(CNS(=O)(=O)c2ccc(NC(=O)N3CCCCC3)cc2)cc1 | i | 0.7 | 1.0% | -2% | 1% | -0.2% | 17% | -19% | 32% | 4.6%

Assay outcomes deposited in PubChem by several laboratories.
